Screening results deposited in PubChem by several laboratories.
GalR3 antagonist = blocks the human galanin receptor 3. O60755. HEK293 GalR3-CNG cAMP membrane potential fluorescence; galR3 body fused to GalR1 C-terminus. inhibition, % at 3 µM. 0.44% of 360,000 active. AID 651719;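 active means inhibition above the screen-wide average plus 3 SD, cut at about 13% in these data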;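 further: forskolin and galanin both at EC90 stimulate the cells; cAMP rise reported by CNG channel membrane potential dye signal; 0% = forskolin plus galanin with DMSO and 100% = forskolin alone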
Target sequence (O60755 1-299 limits assumed): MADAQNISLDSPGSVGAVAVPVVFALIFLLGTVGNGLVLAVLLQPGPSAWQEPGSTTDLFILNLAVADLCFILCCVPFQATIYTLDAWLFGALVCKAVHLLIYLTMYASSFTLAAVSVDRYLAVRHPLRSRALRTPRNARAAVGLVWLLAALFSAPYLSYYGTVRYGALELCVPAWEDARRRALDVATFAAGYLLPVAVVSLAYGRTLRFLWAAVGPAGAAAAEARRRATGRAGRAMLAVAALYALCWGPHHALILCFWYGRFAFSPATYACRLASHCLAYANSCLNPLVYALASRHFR
IDE cell inh = inhibits human insulin-degrading enzyme in HEK cells; P14735; 0.41% of 320,000 active; inhibition, % at 5.59 µM; FAbetaB cleavage, fluorescence polarization; AID 434962;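 active means percent inhibition above the average of all tested compounds plus 3 SD, set per screening campaign, cut at about 16% in these data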;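 further: IDE supplied by intact live HEK cells; FP after avidin binding of uncleaved biotin substrate so inhibition keeps polarization high; 0% = DMSO wells and 100% = 60 µM reference IDE inhibitor Ii1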
CRFR2-BP antag = CRF-BP/CRF-R2 complex antagonism | HEK293 CRF-R2/CRF-BP, CRF-induced calcium fluorescence | inhibition, % at 11.8 µM | 0.59% of 350,000 active | AID 588475;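 active means inhibition of the ligand-induced calcium signal above about 50% at the single tested concentration, limit read from the data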
pCIP destab = p/CIP protein destabilization. F442A p/CIP-EGFP cells, EGFP fluorescence, 16 h. 0.01% of 290,000 active. decrease of EGFP signal, % at 10 µM. AID 1984;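 active means EGFP signal decrease of at least 30% at 10 µM or well 3 SD below plate mean, unless failing retest; inactive means the rest, including hits failing retest or dose response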; further: some compounds called inactive have numbers as strong as hits; many of its hits are not listed in these tables
IDE cell activ = boosts human insulin-degrading enzyme activity in HEK cells; activation, % at 5.96 µM; FAbeta-B cleavage, fluorescence polarization; 0% vehicle, 100% cell-free pure enzyme wells; 0.073% of 340,000 active; P14735; AID 493087;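 active means activation above the mean of all tested compounds plus 3 SD, set per screening campaign, cut at about 17% in these data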
PHOSPHO1 inh = PHOSPHO1 (human) inhibition. Q8TCT1. AID 1565. recombinant PHOSPHO1, absorbance phosphatase assay. 1.1% of 290,000 active. inhibition, % at 13.3 µM; in the data active means inhibition above about 60%
Target sequence (Q8TCT1 whole entry, looked up): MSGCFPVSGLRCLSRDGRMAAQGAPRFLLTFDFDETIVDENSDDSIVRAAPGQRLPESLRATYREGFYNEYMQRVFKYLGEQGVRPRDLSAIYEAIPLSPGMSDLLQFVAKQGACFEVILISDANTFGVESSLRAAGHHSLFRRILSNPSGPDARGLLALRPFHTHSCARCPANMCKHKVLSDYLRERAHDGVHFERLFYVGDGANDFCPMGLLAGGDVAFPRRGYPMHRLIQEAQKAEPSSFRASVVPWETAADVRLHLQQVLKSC
CRFR2-BP ag = agonists of human CRF-binding protein/CRF-R2 receptor complex | HEK293 CRF-R2/CRF-BP, calcium dye fluorescence (FLIPR); percent of saturating CRF peptide response | activation, % at 13.2 µM | 0.46% of 350,000 active;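 active means activation of at least 50%, plus an integration ratio under a set limit after plate pattern correction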;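 further: plate controls were neutral control wells without compound for no effect and CRF at EC100 for full effect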
MEKK3 PB1 HTS = modulators (inhibitors or enhancers) of MEK5 binding to human MEKK3 PB1 domain; bead-based flow cytometry, Alexa488-MEK5 binding to MEKK3; actives lie on both sides; 0 = blocked by unlabeled MEK5, 100 = vehicle; binding response (% of control), % at 10 µM; 1.4% of 290,000 active;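 active means binding response more than 3 SD above or below the average of its plate-row segment, actives on both sides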;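 further: Alexa488 bead fluorescence after subtracting the streptavidin-only scavenger bead signal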
M4 PAM = potentiates acetylcholine response at human M4 receptor; 0.4% of 360,000 active; CHO-K1 hM4/Gqi5, Fluo-8 calcium fluorescence, ACh EC20; 0% = ACh EC20, 100% = maximal ACh; P08173; activation, % at 3 µM; AID 624126;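 active means activation above its plate's cutoff, the mean activation of sample wells plus 3 SD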; further: some results filed as inactive read as strong as hits
Target sequence (P08173 whole entry, looked up): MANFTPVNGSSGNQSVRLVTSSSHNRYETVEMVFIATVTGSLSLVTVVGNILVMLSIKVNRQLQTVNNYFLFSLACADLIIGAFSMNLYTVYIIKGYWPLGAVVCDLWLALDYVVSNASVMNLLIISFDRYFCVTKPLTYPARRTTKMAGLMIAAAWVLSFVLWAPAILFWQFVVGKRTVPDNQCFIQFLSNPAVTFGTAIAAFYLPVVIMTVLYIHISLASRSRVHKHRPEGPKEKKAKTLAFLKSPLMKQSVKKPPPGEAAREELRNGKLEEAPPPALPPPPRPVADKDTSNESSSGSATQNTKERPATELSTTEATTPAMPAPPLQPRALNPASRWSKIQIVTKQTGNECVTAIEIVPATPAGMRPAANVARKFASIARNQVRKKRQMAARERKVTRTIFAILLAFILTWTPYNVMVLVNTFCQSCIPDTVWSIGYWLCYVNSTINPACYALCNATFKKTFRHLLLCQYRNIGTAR
* hit, by the source's call; / = no result given. Random draw from the library. Share with any hit: about 4.2%.

SMILES | GalR3 antagonist | IDE cell inh | CRFR2-BP antag | pCIP destab | IDE cell activ | PHOSPHO1 inh | CRFR2-BP ag | MEKK3 PB1 HTS | M4 PAM
COc1ccc(/C(O)=C2/C(=O)C(=O)N(CCN(C)C)C2c2ccc(F)cc2)cc1Cl (stereo unspecified) | 3.4 | 9.1 | 14.5 | -20.2 | 2.3 | 23.2 | -0.7 | 107.0 | -3.4
CC(C)NC(=O)Cn1c(SCC(=O)NC2CCCC2)nc2ccccc21 | -9.4 | -1.7 | 12.4 | -7.6 | 0.4 | 47.4 | -0.4 | 100.0 | -0.7
CCN(CC)CCn1c(SCC(=O)NCc2ccccc2)nc2c(sc3ccccc32)c1=O | -4.6 | 2.9 | 0.1 | 4.8 | -1.1 | -12.4 | 1.9 | 100.0 | -5.6
CC1(CO)COC2(OC1)C(=O)Nc1ccccc12 (stereo unspecified) | 0.4 | / | 13.2 | / | 0.2 | / | 1.1 | / | 0.3
O=C(COc1cccc(Cl)c1)Nc1ccc2c(c1)CCC2 | -3.5 | -1.0 | -14.0 | -1.6 | -0.9 | 6.3 | 0.0 | 95.0 | -1.4
Cc1cc(C)n2nc(C(=O)Oc3ccc4c(c3)OCO4)nc2n1 | -2.9 | -2.0 | -1.3 | 1.8 | -1.2 | 6.7 | -1.1 | 107.0 | 3.8
COC(=O)c1ccc(Cn2nc(C)cc2C)cc1 | -6.4 | -1.5 | 6.0 | 0.9 | 5.2 | 8.5 | -0.3 | 95.0 | 10.4
CCNC(=O)CC1C(=O)N(c2ccc(F)cc2)C(=O)N1CCc1ccc(OC)cc1 (stereo unspecified) | -4.3 | -2.7 | 4.5 | 1.3 | -4.6 | 26.2 | -1.2 | 102.0 | 2.1
C[C@H](CCCC/C=C/C(=O)O)O[C@@H]1O[C@@H](C)[C@H](O)C[C@H]1O | -3.2 | -1.2 | 2.6 | / | 3.7 | / | -1.6 | / | 6.8
Cc1cc(Br)ccc1NC(=O)CN(C)C(=O)Cn1c(=O)cnc2ccccc21 | -3.2 | -0.1 | 13.1 | -28.9 | 0.3 | -11.5 | -1.5 | 96.0 | -5.9
O=S(=O)(Cc1ccccc1)N1CCc2ccccc2C1 | -2.9 | 0.4 | 8.0 | -3.7 | 3.3 | 6.8 | 0.8 | 108.0 | 4.1
O=C(N/N=C/c1ccc(O)cc1)c1cc[n+](Cc2ccccc2)cc1 | 5.3 | -8.1 | -3.5 | -13.2 | 4.5 | -11.4 | -0.8 | 95.0 | -5.9
O=C(NCCN1CCOCC1)C(=O)NCC1OCCCN1S(=O)(=O)c1cc(F)ccc1F (stereo unspecified) | 3.2 | -0.4 | -10.4 | -5.2 | 6.5 | 42.8 | 2.0 | 106.0 | -1.9
Cc1ccc(C(=O)NCC(=O)N2CCN(c3cccc(Cl)c3)CC2)s1 | -3.0 | 0.7 | 3.8 | / | 3.0 | / | -2.2 | / | 4.2
Cc1ccc(NS(=O)(=O)c2ccc(N3C(=O)CCC3=O)cc2)cc1 | 5.6 | 1.7 | 20.2 | -1.9 | 0.1 | 16.0 | 0.8 | 96.0 | 1.6
CCC(/C=N/NC(=O)c1ccccc1F)CC | -1.2 | 0.1 | -0.4 | 9.8 | 2.1 | 35.9 | 4.9 | 96.0 | -7.9
CC(C)(C)NC(=O)c1ccc(NC(=O)CSc2ccccc2)cc1 | -1.8 | 2.0 | -7.0 | 7.3 | 5.5 | 20.3 | 1.1 | 106.0 | -8.8
c1ccc(Cn2nnnc2CN2CCN(c3ncccn3)CC2)cc1 | -2.5 | -1.0 | -1.1 | -14.9 | 2.5 | -31.3 | -3.4 | 100.0 | 4.2
CCSc1nc(C)c(C(C)=O)cc1C#N | -2.6 | 4.1 | 40.4 | -3.2 | 3.8 | -7.1 | 5.0 | 98.0 | 2.6
COc1ccc(CNC(=O)c2cc3ccccc3oc2=O)cc1 | -3.6 | 0.4 | 1.5 | 1.0 | 1.0 | 19.5 | 3.8 | 109.0 | 1.5
FCCCOc1ccc(-c2nccc(-c3ccc(F)cc3)n2)cc1 | -3.1 | 8.4 | -2.1 | -3.2 | -0.3 | 9.7 | 3.0 | 100.0 | 9.7
COc1ccc(Cc2noc(CN3CCN(c4ccc(Cl)cn4)CC3)n2)cc1OC | -6.5 | 7.3 | 2.4 | -4.0 | -5.8 | 14.8 | 0.0 | 105.0 | -12.6
Cc1noc(C)c1C(=O)OCC(=O)Nc1ccccc1C(=O)NC(C)c1ccccc1 (stereo unspecified) | -7.0 | 2.9 | -11.2 | -1.2 | -1.2 | -22.9 | -0.2 | 100.0 | 4.4
COCCNC(=S)Nc1ccc([N+](=O)[O-])cc1C | -1.6 | -6.5 | -8.5 | -5.1 | 11.0 | 13.1 | 0.7 | 103.0 | -5.3
Cc1cc(Nc2ncc(Cl)cc2Cl)n[nH]1 | -5.9 | -0.3 | 0.7 | 4.2 | -2.7 | -29.3 | -0.9 | 97.0 | 3.4
Cc1[nH]n2c(=O)c3c(nc2c1-c1ccc(Cl)cc1)CCC3 | / | -2.1 | 12.9 | 1.2 | 2.6 | 15.7 | -0.9 | 90.0 | 0.5
C=CCNC(=O)N1CCCC(C(=O)c2cccc(Cl)c2)C1 (stereo unspecified) | 3.6 | 1.7 | 1.2 | -1.4 | -0.4 | 10.9 | 0.6 | 97.0 | 2.1
COc1ccc(C(=O)CSc2nc3ccccc3n2CC(=O)NC(C)(C)C)cc1 | -3.8 | -2.3 | 4.5 | 6.3 | 5.0 | 23.3 | -3.0 | 99.0 | 10.0
COCCN(Cc1cc2cccc(C)c2n2nnnc12)C(=O)C(F)(F)F | 2.5 | -2.5 | -14.5 | 2.9 | 6.4 | 11.4 | -0.8 | 107.0 | 13.6
CCOC(=O)C1=C(N)N2C(=O)C(C)SC2=C(C(=O)OCC)C1c1cc(OC)c(OC)c(OC)c1 (stereo unspecified) | -6.7 | -3.4 | 19.2 | 2.4 | -2.4 | 9.0 | -0.2 | 80.0 | 7.7
Cc1cc(C)cc(N2Cc3ccccc3C2)c1 | / | -0.5 | -31.4 | -0.7 | 6.5 | -2.0 | 0.9 | 106.0 | 2.5
O=C(Nc1ccnn1C1CCN(CCCC2CCCC2)CC1)c1ccccc1 | 2.5 | 6.7 | -9.4 | 1.6 | 7.6 | 7.9 | -0.2 | 98.0 | -10.6
O=C1N/C(=N\S(=O)(=O)Cc2ccccc2)S/C1=C/c1cc([N+](=O)[O-])ccc1O | -2.1 | 39.7* | -131.6 | -92.9 | -46.2 | 11.5 | 104.0* | 89.0 | -41.1
O=c1c2ccccc2cnn1Cc1ccc(Br)cc1F | 3.9 | -0.2 | -4.0 | -11.1 | 3.9 | 36.2 | -0.7 | 102.0 | 0.0
Cc1ccc(S(=O)(=O)N2CCN(S(C)(=O)=O)C2)cc1 | 3.4 | 0.9 | -6.2 | -3.5 | 3.4 | 33.8 | 0.3 | 105.0 | 6.1
CC(C)(C)NC(=O)c1ccncc1 | -3.8 | 4.1 | -3.6 | -17.0 | 7.6 | 7.2 | 0.4 | 101.0 | 4.2
O=C(CSc1nnc(-c2ccco2)n1CC1CCCO1)c1ccccc1 (stereo unspecified) | -2.7 | 0.2 | -3.7 | 3.1 | 4.1 | 69.4* | 0.5 | 105.0 | -1.7
CC1CCCCC1NC(=O)COC(=O)c1ccccc1NC(=O)c1ccco1 (stereo unspecified) | -4.1 | -7.0 | 5.4 | -18.4 | 5.2 | -1.2 | -0.1 | 101.0 | -0.3
CCOc1ccc(C)cc1S(=O)(=O)NC1CCCCC1 | -5.1 | 4.9 | -9.3 | -3.0 | 5.9 | 5.4 | -1.0 | 99.0 | 4.6
Cc1[nH]c2ccc(C(=O)Nc3ccncc3)cc2c1C | -13.4 | 3.5 | -7.0 | -3.3 | 1.6 | 9.7 | 0.7 | 103.0 | -3.6

3 entries from above, ordered by length of the SMILES, rising:
SMILES | GalR3 antagonist | IDE cell inh | CRFR2-BP antag | pCIP destab | IDE cell activ | PHOSPHO1 inh | CRFR2-BP ag | MEKK3 PB1 HTS | M4 PAM
O=c1c2ccccc2cnn1Cc1ccc(Br)cc1F | 3.9 | -0.2 | -4.0 | -11.1 | 3.9 | 36.2 | -0.7 | 102.0 | 0.0
Cc1ccc(S(=O)(=O)N2CCN(S(C)(=O)=O)C2)cc1 | 3.4 | 0.9 | -6.2 | -3.5 | 3.4 | 33.8 | 0.3 | 105.0 | 6.1
CC1CCCCC1NC(=O)COC(=O)c1ccccc1NC(=O)c1ccco1 (stereo unspecified) | -4.1 | -7.0 | 5.4 | -18.4 | 5.2 | -1.2 | -0.1 | 101.0 | -0.3

The listing continues.
SMILES | GalR3 antagonist | IDE cell inh | CRFR2-BP antag | pCIP destab | IDE cell activ | PHOSPHO1 inh | CRFR2-BP ag | MEKK3 PB1 HTS | M4 PAM
COc1ccc(CCOC(=O)c2ccc(N)c([N+](=O)[O-])c2)cc1 | 2.6 | -3.1 | -0.8 | -17.1 | 8.4 | -6.2 | 0.5 | 91.0 | -9.8
Cc1c2ccccc2cc[n+]1CCCS(=O)(=O)[O-] | 0.6 | -1.6 | -23.5 | 1.2 | -1.9 | 30.3 | 1.4 | 100.0 | -10.2
O=C(O)CCN=CC1=C(O)CC(c2ccccc2)CC1=O (stereo unspecified) | -8.8 | -3.3 | -2.9 | -0.4 | -1.4 | 23.9 | -0.3 | 98.0 | -1.8
Cc1ccc(CC(=O)NNC(=O)c2cccs2)cc1C | 3.2 | / | 27.6 | / | -4.2 | / | -1.2 | / | 2.7
Oc1ccccc1Oc1ncc(Br)c(N2CCOCC2)n1 | -0.3 | 2.0 | 21.3 | 1.1 | 7.3 | 7.6 | -3.2 | 98.0 | -17.9
Cc1cc(C)cc(NC(=O)CCn2c(=S)[nH]c3ccccc3c2=O)c1 | 3.5 | 1.2 | 2.3 | -20.9 | 1.7 | 22.6 | 0.3 | 103.0 | -7.9
COc1cccc(N2CCN(c3c(C#N)c(C(F)(F)F)nn3C)CC2)c1 | -4.5 | -0.2 | 2.3 | -21.7 | 1.1 | -10.7 | -0.3 | 105.0 | -8.8
CC(C)[C@@H](N)C(=O)NCC1CCC(C(=O)N[C@@H](Cc2ccccc2)C(=O)O)CC1 (stereo partly specified) | -10.6 | -0.1 | 3.5 | -11.5 | 6.4 | 18.4 | 0.1 | 101.0 | -1.8
COc1ccc([N+](=O)[O-])cc1Nc1c2ccccc2nc2ccccc12 | -8.6 | -1.6 | 7.8 | 0.2 | -2.3 | 3.8 | -2.0 | 104.0 | -4.3
CC(=O)c1c(C)[nH]c(C2=NNC(=NCc3ccccc3)SC2)c1C | -8.6 | -2.5 | -14.7 | 8.5 | 1.4 | -14.5 | -2.2 | 103.0 | 0.1
COc1ccc(S(=O)(=O)N2CCCCCC2)cc1NC(=O)CCNC(=O)c1ccccc1Cl | -4.7 | / | -24.1 | / | / | / | -1.0 | / | 1.1
COc1cccc(C(=O)NNc2nc(C)cc(C)n2)c1 | 0.2 | 6.1 | 11.6 | -5.4 | 2.3 | 23.1 | 0.2 | 104.0 | 1.8
CCOc1ccc(CN(C)Cc2cc(=O)oc3c(C)c(C)ccc23)cc1OC | -3.4 | / | 4.0 | / | 0.6 | / | -1.0 | / | -5.8
C=CCSc1nc(Cc2ccc(Cl)cc2)nc2ccccc12 | -1.7 | 3.7 | -59.5 | -9.0 | 5.0 | 54.0 | 6.4 | 100.0 | 4.3
Cc1ccc(CCNC(=O)C2CCCN(S(=O)(=O)c3cccc4nsnc34)C2)cc1 (stereo unspecified) | -3.0 | 1.1 | 18.8 | -8.3 | 2.1 | -2.0 | -5.0 | 106.0 | -0.3
CCOC(=O)N1CCN(C(=O)c2ccc3nc(-c4ccccc4)c(-c4ccccc4)nc3c2)CC1 | -0.3 | 3.8 | -2.7 | 4.1 | 1.4 | 29.8 | -1.0 | 97.0 | 2.8
